FLuc counter = firefly luciferase modulation, counter-screen for miR-21 project. P08659. purified FLuc, Km substrates, luminescence inhibition. Potency, µM (highest dose often 57.5 µM), inactives show top-dose activity change, negative = inhibition, usual class: inhibitors. hit rate 6.9% among 360,000;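 also: plate controls were vehicle for no effect and reference inhibitor for full effect; nearly all actives have a fitted effect of over 55% in size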
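Purified P. pyralis luciferase (10nM final) with 10uM D-luciferin and 10uM ATP (Km levels) in 50mM Tris acetate pH 7.5, 10mM Mg acetate, 0.01% Tween-20, 0.05% BSA; qHTS 6-point titration, ~60 µM downward; luminescence read.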
uPA generation = inhibitors of cell surface uPA generation; hit rate 0.31% among 330,000; cell surface uPA generation assay, qHTS; AID 540303; Potency, µM (top dose mostly 38.3 µM), without a hit: at the highest dose activity change, negative = inhibition, actives largely listed as inhibitors; active = well fitted inhibition curve with a large enough effect; inconclusive = small, poorly fitted or top-dose-only effect; inactive = no such curve, though single readings can be large or run the other way; tested in mouse RAW 264.7 cells; also: % is scaled to controls: 0 for no effect and ±100 for the full control effect; nearly all actives have a fitted effect of over 55% in size
BRCA1 expr up = activators of BRCA1 expression | MCF7-BRCA1-FFLuc reporter, luminescence, 48 h; response scale: scaled: vehicle 0%, 10 µM genistein 100% | Potency, µM (series often up to 46.1 µM), inactives show at the highest dose activation, usual class: activators | hit rate 1.1% among 380,000 | AID 624202; also: nearly all actives have a fitted effect of over 80% in size; some results filed as inactive show a strong effect at the top dose
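MCF7-BRCA1-FFLuc cells, 2000/well in phenol-red-free MEM, attached 2 h then treated 48 h at 37 C. Luciferase luminescence read 15 min after reagent; normalized to genistein maximum activation (10microM) and DMSO, concentration-response fitted.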
RORg inh = blocks mouse ROR gamma transcriptional activity | Potency, µM (doses to about 53.6 µM), without a hit: at the highest dose activity change, negative = inhibition, hits mostly inhibitors | hit rate 5.4% among 310,000 | Drosophila S2 Gal4-RORgamma UAS-luciferase reporter, 20 h | P51450; also: % is scaled to controls: 0 for no effect and ±100 for the full control effect; nearly all actives have a fitted effect of over 60% in size
Target sequence (P51450 whole entry, looked up, the tested form may be a part): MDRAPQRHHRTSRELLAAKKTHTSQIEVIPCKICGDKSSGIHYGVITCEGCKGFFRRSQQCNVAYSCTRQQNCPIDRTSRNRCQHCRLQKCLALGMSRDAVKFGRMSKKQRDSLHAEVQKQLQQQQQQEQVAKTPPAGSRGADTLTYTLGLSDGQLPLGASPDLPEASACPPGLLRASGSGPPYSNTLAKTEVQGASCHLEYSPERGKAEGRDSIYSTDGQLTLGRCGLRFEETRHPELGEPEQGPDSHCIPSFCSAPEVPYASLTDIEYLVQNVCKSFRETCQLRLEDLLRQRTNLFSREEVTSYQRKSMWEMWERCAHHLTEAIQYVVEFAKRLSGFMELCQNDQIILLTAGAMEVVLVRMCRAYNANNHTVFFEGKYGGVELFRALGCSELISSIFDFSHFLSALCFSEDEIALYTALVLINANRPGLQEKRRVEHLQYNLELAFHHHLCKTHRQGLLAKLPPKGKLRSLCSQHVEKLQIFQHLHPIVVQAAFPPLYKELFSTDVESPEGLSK
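Drosophila Schneider cells stably carrying a metallothionein-driven Gal4 DBD–ROR gamma fusion and a UAS-Photinus luciferase reporter were exposed to compound for 1 hr, then induced with copper sulfate (700 uM final) for 20 hr at ambient temperature before luminescence reading.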
CXXC DNA block = MLL CXXC-DNA interaction inhibition; Potency, µM (series often up to 115 µM), for the others: at the top dose activity change, negative = inhibition, hits mostly inhibitors; hit rate 0.037% among 290,000; Q03164; MLL-CXXC / FITC-HOXA9 DNA fluorescence polarization; AID 2662; active = well fitted inhibition curve with a large enough effect in the polarisation, with a control signal flat, not every such curve was filed as active; inconclusive = small, poorly fitted or top-dose-only effect, or effect the other way, or a change in a side signal; inactive = no such curve, though single readings can be large or run the other way; the % refers to the polarisation
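Purified MLL-CXXC (added from a 7 uM solution) was preincubated 5 min at ambient with pinned compounds in 50 mM Tris-HCl pH 7.5, 50 mM NaCl, 1 mM DTT, 0.05% BSA. Fluorescein-labeled HOX-A9 DNA (50 nM solution) followed, 30 min, then polarization read.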
ELG1 genotox = induces genotoxicity in HEK293T cells with luciferase-tagged ELG1. HEK293T ELG1-luciferase reporter, luminescence, 16 h. Potency, µM (highest dose often 46 µM), for inactives: at the top dose activity change, positive = activation, actives largely listed as activators. hit rate 1.3% among 330,000. AID 504466; also: % of control where 0% means no effect; nearly all actives have a fitted effect of over 60% in size
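Quantitative HTS format in 1536-well plates. HEK293T ELG1-luciferase reporter cells receive test compound and are incubated 16 hr at 37 °C, 5% CO2; ONE-Glo added, 30 min room temperature, then luminescence read.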
p53 reactivator = mutant p53 re-activation in reporter cells; H1299 p53-A138V BP100-luciferase reporter, luminescence, 24 h; Potency, µM (highest dose often 92.2 µM), inactives show top-dose activity change, positive = activation, most hits filed as activators; hit rate 0.063% among 320,000; AID 504706; also: % of control where 0% means no effect; nearly all actives have a fitted effect of over 45% in size
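H1299 (p53-null), stable ts p53-A138V + BP100-Luc; 1000 cells/well, Opti-MEM/10% FBS; cpd 4 pt, 1:5; 24 h, 37 deg C, 5% CO2; detection reagent 10 min RT; luminescence.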
VP16 counter = counter-screen for ROR gamma inhibitors: Gal4-VP16 reporter; Drosophila S2 Gal4-VP16 UAS-luciferase, luminescence, 20 h; hit rate 3.5% among 310,000; Potency, µM (highest dose often 53.6 µM), inactives show top-dose activity, negative = inhibition, most hits filed as inhibitors;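 also: Gal4-VP16 expression switched on by copper sulfate through the metallothionein promoter; % is scaled to controls: 0 for no effect and ±100 for the full control effect; nearly all actives have a fitted effect of over 50% in size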
MBNL1 CUG block = MBNL1-poly(CUG) RNA binding inhibition. TR-FRET MBNL1-His/biotin-(CUG)12 binding, 665/545 ratio. Potency, µM (titrated, usually from 57.5 µM), inactives show at the top dose activity change, negative = inhibition, actives largely listed as inhibitors. hit rate 0.036% among 280,000. AID 2675; active = well fitted inhibition curve with a large enough effect in the signal ratio, with a control signal flat, not every such curve was filed as active; inconclusive = small, poorly fitted or top-dose-only effect, or effect the other way, or a change in a side signal; inactive = no such curve, though single readings can be large or run the other way; the % refers to the signal ratio; also: % is scaled to controls: 0 for no effect and ±100 for the full control effect
Target sequence (Q9NR56 whole entry, looked up): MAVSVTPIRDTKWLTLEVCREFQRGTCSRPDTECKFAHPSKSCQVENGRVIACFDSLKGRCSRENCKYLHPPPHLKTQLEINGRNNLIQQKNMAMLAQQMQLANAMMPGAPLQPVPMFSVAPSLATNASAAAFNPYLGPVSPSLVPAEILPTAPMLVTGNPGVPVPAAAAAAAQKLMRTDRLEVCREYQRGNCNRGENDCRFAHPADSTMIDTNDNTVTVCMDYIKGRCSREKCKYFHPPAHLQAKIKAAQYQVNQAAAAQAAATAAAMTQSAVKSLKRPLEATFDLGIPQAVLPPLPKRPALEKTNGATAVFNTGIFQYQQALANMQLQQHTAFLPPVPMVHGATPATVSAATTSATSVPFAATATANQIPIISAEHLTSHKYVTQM
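TR-FRET between His-tagged MBNL1 and biotin-(CUG)12 RNA, detected with Tb anti-His antibody (0.055 ng/ul) and streptavidin-XL665 (5 nM), 60 min at room temperature. Compounds titrated 92 nM to 58 uM; 665/545 nm ratio normalized to buffer and complex controls.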
NPC1 prom act = NPC1 promoter activation. Huh7 NPC1 promoter luciferase reporter, 24 h. Potency, µM (top dose mostly 9.22 µM), for inactives: at the highest dose activation, hits mostly activators. hit rate 2.4% among 320,000. AID 485313;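 also: % of control where 0% means no effect; nearly all actives have a fitted effect of over 60% in size; reporter is driven by a mutant NPC1 promoter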
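Compounds in DMSO were transferred onto Huh7 NPC1-luciferase reporter cells pre-incubated 2 h; after 24 h at 37 °C, Amplite reagent was dispensed and luminescence recorded 10 min later.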
Rab9 promoter act = activates the Rab9 promoter; Huh7 Rab9 promoter-luciferase reporter, luminescence, 24 h; Potency, µM (doses to about 9.22 µM), for inactives: at the highest dose activation, negative = inhibition, usual class: activators; hit rate 2.8% among 320,000; also: % of control where 0% means no effect; nearly all actives have a fitted effect of over 60% in size
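Huh7 cells stably carrying Rab9 promoter–luciferase reporter, plated 1500 cells/well, compound added after 2 h and incubated 24 h at 37 °C; luciferase luminescence then read after 10 min with detection reagent.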
The depositor's hits bear a star; [ ] = remark or other dose. Unless noted, calls follow the shape of the dose curve; as a rule, active = well fitted curve in the direction sought with a large enough effect; inconclusive = small, poorly fitted or top-dose-only effect, or another doubt; inactive = no such curve, though single readings can be large; an effect the other way counts as inactive or inconclusive. Potency is read from the fitted curve at half-maximal effect. The list is partial; rates above refer to the full screens.

Screening CCc1ccc(N/C(SCc2ccccc2C)=C(/C#N)C(=O)NCc2ccco2)cc1 returned FLuc counter -1%, uPA generation 4%, BRCA1 expr up 0%, RORg inh inconclusive, CXXC DNA block 4%, ELG1 genotox -5%, p53 reactivator 8%, VP16 counter -18%, MBNL1 CUG block 5%, NPC1 prom act -3% and Rab9 promoter act 0%.
For O=C(CNCc1ccc(F)cc1)Nc1ccc(C(=O)N2CCCCC2)cc1 the results were FLuc counter -3%, uPA generation -4%, BRCA1 expr up -10%, RORg inh 3%, CXXC DNA block 4%, ELG1 genotox -2%, p53 reactivator -1%, VP16 counter 2%, MBNL1 CUG block -5%, NPC1 prom act 2% and Rab9 promoter act -1%.
`Cn1nc(C(F)(F)F)c(-c2cccc(C(F)(F)F)c2)c1NC(=O)c1nccnc1C(=O)O` gave FLuc counter -4%, uPA generation 2%, BRCA1 expr up 0%, RORg inh 34%, CXXC DNA block -15%, ELG1 genotox 0%, p53 reactivator 16%, VP16 counter 9%, MBNL1 CUG block -8%, NPC1 prom act inconclusive and Rab9 promoter act -3%.
For O=C(c1ccc(Cl)c(Cl)c1)c1cc(-c2ccccn2)c(N2CCOCC2)s1 the results were FLuc counter 2%, uPA generation 5%, BRCA1 expr up -56%, RORg inh 17%, CXXC DNA block 10%, ELG1 genotox -1%, p53 reactivator -7%, VP16 counter -1%, MBNL1 CUG block 56%[activator], NPC1 prom act -2% and Rab9 promoter act -5%.
`Cc1ccc(S(=O)(=O)N2CCN(C(=O)c3ccco3)CC2)cc1` gave FLuc counter -1%, uPA generation -2%, BRCA1 expr up 1%, RORg inh 13%, CXXC DNA block -8%, ELG1 genotox 0%, p53 reactivator -51%[inhibitor], VP16 counter -6%, MBNL1 CUG block -4%, NPC1 prom act -2% and Rab9 promoter act 0%.
Screening CCOC(=O)c1c(O)c2ccccc2n(CC)c1=O returned FLuc counter inconclusive, uPA generation 7%, BRCA1 expr up -12%, RORg inh 9%, CXXC DNA block -8%, ELG1 genotox -6%, p53 reactivator -3%, VP16 counter 6%, MBNL1 CUG block 2%, NPC1 prom act -6% and Rab9 promoter act 2%.
`N#Cc1ccc(-c2ccc(F)cc2)nc1Sc1ccccc1` gave FLuc counter 0%, BRCA1 expr up 1%, RORg inh -28%, CXXC DNA block -11%, ELG1 genotox 11%, p53 reactivator 8%, VP16 counter -24%, MBNL1 CUG block -9%, NPC1 prom act 2% and Rab9 promoter act 0%.
COc1ccc(Cl)cc1NC(=O)COC(=O)c1c(-c2ccccc2)noc1C was read as FLuc counter 0%, uPA generation -4%, BRCA1 expr up -29%, ELG1 genotox -2%, p53 reactivator -7%, NPC1 prom act 1% and Rab9 promoter act -1%.
Screening CCOC(=O)NNC(=O)c1[nH]c2ccc(Br)cc2c1-c1ccccc1 returned FLuc counter 0%, uPA generation 11%, BRCA1 expr up -22%, RORg inh 25%, CXXC DNA block 2%, ELG1 genotox -8%, p53 reactivator -7%, VP16 counter -8%, MBNL1 CUG block 50%[activator], NPC1 prom act -3% and Rab9 promoter act -9%.
CC1CC(=O)N(CC(=O)NCc2ccc(F)cc2)c2ccccc2S1(=O)=O (configuration not stated) was read as FLuc counter 1%, uPA generation 3%, BRCA1 expr up 3%, RORg inh -21%, CXXC DNA block 3%, ELG1 genotox 0%, p53 reactivator 4%, VP16 counter 0%, MBNL1 CUG block 0%, NPC1 prom act inconclusive and Rab9 promoter act -8%.
For O=C(COC(=O)COc1cccc2ccccc12)NCC(F)(F)F the results were FLuc counter -2%, uPA generation 4%, BRCA1 expr up -2%, RORg inh -11%, CXXC DNA block 3%, ELG1 genotox 0%, p53 reactivator 2%, VP16 counter -10%, MBNL1 CUG block 4%, NPC1 prom act -1% and Rab9 promoter act 8%.
COc1ccc(C(=O)OCC(=O)c2c(N)n(C)c(=O)n(C)c2=O)cc1OC was read as FLuc counter 1%, uPA generation 4%, BRCA1 expr up 10%, RORg inh -1%, CXXC DNA block 1%, ELG1 genotox 2%, p53 reactivator -3%, VP16 counter 6%, MBNL1 CUG block -1%, NPC1 prom act -4% and Rab9 promoter act 3%.
Screening CCC(C)(C)C1CCc2[nH]nc(C(=O)NCCN3CCOCC3)c2C1 (configuration not stated) returned FLuc counter 2%, uPA generation -13%, BRCA1 expr up -11%, ELG1 genotox -1%, p53 reactivator -6%, NPC1 prom act 5% and Rab9 promoter act 0%.
Screening Cc1c2c(nc3nc4ccccc4n13)CC(C)(C)CC2=O returned FLuc counter -4%, BRCA1 expr up 1%, RORg inh -37%, CXXC DNA block -2%, ELG1 genotox -7%, p53 reactivator 7%, VP16 counter 1%, MBNL1 CUG block 1%, NPC1 prom act -4% and Rab9 promoter act 1%.
COc1ccc(CCN(C)C2CCCN(S(=O)(=O)c3ccccc3)C2)cc1OC (configuration not stated) was read as FLuc counter -3%, uPA generation 9%, BRCA1 expr up -50%, RORg inh -45%, CXXC DNA block 2%, ELG1 genotox -5%, p53 reactivator -128%[inhibitor], VP16 counter -4%, MBNL1 CUG block 1%, NPC1 prom act 0% and Rab9 promoter act -2%.
CCCCC(=O)NC(=S)Nc1ccc(Cl)c(C(=O)O)c1 was read as FLuc counter 4%, uPA generation 4%, BRCA1 expr up 28%, RORg inh -13%, CXXC DNA block -10%, ELG1 genotox 2%, p53 reactivator 1%, VP16 counter 0%, MBNL1 CUG block -4%, NPC1 prom act -3% and Rab9 promoter act -1%.
CSc1nc(-c2ccccc2)nc(NC(=O)c2ccccc2)c1C(C)=O was read as FLuc counter -7%, uPA generation -3%, BRCA1 expr up -28%, RORg inh 15%, CXXC DNA block 10%, ELG1 genotox -6%, p53 reactivator -1%, VP16 counter -15%, NPC1 prom act -23% and Rab9 promoter act 2%.
For COc1ccc(C2=NN(Cc3c(F)cccc3Cl)C(=O)CC2)cc1 the results were FLuc counter -12%, uPA generation 5%, BRCA1 expr up -13%, RORg inh 1%, CXXC DNA block -3%, ELG1 genotox 7%, p53 reactivator 2%, VP16 counter -7%[10 µM], MBNL1 CUG block -8%, NPC1 prom act -2% and Rab9 promoter act -5%.
For O=C(CSc1cccc[n+]1[O-])c1cc2ccccc2o1 the results were FLuc counter 19µM*, uPA generation -2%, BRCA1 expr up 55%, RORg inh inconclusive, CXXC DNA block 13%, ELG1 genotox inconclusive, p53 reactivator inconclusive, VP16 counter inconclusive, MBNL1 CUG block inconclusive, NPC1 prom act inconclusive and Rab9 promoter act inconclusive.
`COC(=O)CCS(=O)(=O)c1nc(-c2ccccc2)cc(C(F)(F)F)n1` gave FLuc counter 1%, BRCA1 expr up -93%[inhibitor], RORg inh 7.1µM*, CXXC DNA block 15%, ELG1 genotox -22%, p53 reactivator -23%, VP16 counter 5.6µM*, MBNL1 CUG block 1%, NPC1 prom act -16% and Rab9 promoter act -16%.
`Cc1cccc(C(=O)Oc2ccc3ccc(O)cc3c2)c1` gave FLuc counter 24µM*, uPA generation inconclusive, BRCA1 expr up 1%, RORg inh -29%, CXXC DNA block 36%[activator], ELG1 genotox 1%, VP16 counter -8%, MBNL1 CUG block 2%, NPC1 prom act 8% and Rab9 promoter act 0%.
Screening Cc1cccn2c(=O)c(C=NCCO)c(Nc3ccc(Cl)cc3)nc12 returned FLuc counter 2%, RORg inh -26%, CXXC DNA block 3%, ELG1 genotox -3%, p53 reactivator 5%, VP16 counter -1%, MBNL1 CUG block 1%, NPC1 prom act -9% and Rab9 promoter act -3%.
For CCCS(=O)(=O)N1CCN(S(=O)(=O)c2ccc(F)cc2)CC1 the results were FLuc counter -2%, uPA generation 0%, BRCA1 expr up -1%, RORg inh 5%, CXXC DNA block 4%, ELG1 genotox 2%, p53 reactivator inconclusive, VP16 counter -3%, MBNL1 CUG block -1%, NPC1 prom act 2% and Rab9 promoter act -2%.
O=C(Nc1ccc(Cc2ccncc2)cc1)c1ccc(S(=O)(=O)N2CCCC2)cc1 was read as FLuc counter 0%, uPA generation -3%, BRCA1 expr up -51%, RORg inh inconclusive, CXXC DNA block 0%, ELG1 genotox -14%, p53 reactivator -2%, VP16 counter 11µM*, MBNL1 CUG block 0%, NPC1 prom act -24% and Rab9 promoter act -40%[inhibitor].
`Cc1ccc(S(=O)(=O)N2CCN(C(=O)CCCN3C(=O)NC4(CCCC4)C3=O)CC2)cc1C` gave FLuc counter 5%, uPA generation inconclusive, BRCA1 expr up 5%, ELG1 genotox -3%, p53 reactivator 9%, NPC1 prom act 1% and Rab9 promoter act -1%.

Bioassay records: PubChem BioAssay, National Center for Advancing Translational Sciences (NCATS)
